15-hLO-2 inh – blocks human 15-lipoxygenase 2 activity; actives 0.56% (n = 110,000); O15296; Potency, µM (top dose mostly 57.1 µM), for inactives: top-dose activity change, negative = inhibition, usual class: inhibitors; purified 15hLO-2, xylenol orange hydroperoxide absorbance; AID 881; note: potency is the fitted concentration of half-maximal effect; nearly all actives have a fitted effect of over 60% in size; many of its hits are not listed in these tables
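Screening format was qHTS against 50 nM purified 15hLO-2 in Hepes pH 7.5 with detergent. Activity follows hydroperoxide formation from 45 uM arachidonic acid, measured as 573:405 nm absorbance ratio of the ferric-xylenol orange complex.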
PNC inhibitor – inhibitors of perinucleolar compartment assembly; PC3M PTB-GFP, PNC prevalence imaging, 16 h; hits give low values; actives 3.1% (n = 140,000); activity change (PNC), negative = inhibition, % at 10 µM;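 active = readout at or below -70, meaning at least 70% loss of cells showing the perinucleolar compartment, a nuclear body marking cancer cells; inconclusive = readout between -30 and a set limit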;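 note: plate controls were DMSO wells for no effect and camptothecin positive control wells for full effect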
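Read-out is percentage of cells bearing a perinucleolar compartment, from automated 20x imaging of fixed, Hoechst-stained PC3M PTB-GFP cells. Cells were seeded 4 h, then exposed 16 h to compound (23 nl of library stock) in duplicate plates.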
ALOX12 inhib – blocks human 12-lipoxygenase activity | purified 12-hLO, xylenol orange hydroperoxide absorbance | P18054 | actives 0.12% (n = 150,000) | Potency, µM (series often up to 57.1 µM), inactives show top-dose activity change, negative = inhibition, most hits filed as inhibitors; note: potency is the fitted concentration of half-maximal effect; nearly all actives have a fitted effect of over 55% in size; many of its hits are not listed in these tables
Target sequence (P18054 whole entry, looked up): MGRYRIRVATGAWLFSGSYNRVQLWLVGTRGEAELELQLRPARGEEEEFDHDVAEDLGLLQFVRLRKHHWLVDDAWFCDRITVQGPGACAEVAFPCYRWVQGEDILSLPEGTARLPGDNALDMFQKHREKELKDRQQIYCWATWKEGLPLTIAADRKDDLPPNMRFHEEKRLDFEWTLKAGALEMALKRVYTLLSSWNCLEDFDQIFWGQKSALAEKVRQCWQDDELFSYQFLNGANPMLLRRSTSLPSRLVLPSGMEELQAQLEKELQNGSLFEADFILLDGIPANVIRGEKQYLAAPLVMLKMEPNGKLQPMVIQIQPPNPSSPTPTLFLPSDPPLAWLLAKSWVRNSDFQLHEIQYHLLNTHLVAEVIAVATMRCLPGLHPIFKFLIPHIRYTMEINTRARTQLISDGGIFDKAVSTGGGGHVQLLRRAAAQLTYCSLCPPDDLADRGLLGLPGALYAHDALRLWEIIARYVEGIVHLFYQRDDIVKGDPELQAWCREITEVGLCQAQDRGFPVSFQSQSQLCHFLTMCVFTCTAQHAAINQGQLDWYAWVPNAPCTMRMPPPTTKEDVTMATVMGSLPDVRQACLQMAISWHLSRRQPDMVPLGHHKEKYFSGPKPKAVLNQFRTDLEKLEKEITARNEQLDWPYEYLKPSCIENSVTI
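Hydroperoxide formation by human 12-lipoxygenase from 40 uM arachidonic acid was followed colorimetrically via ferric-xylenol orange complex, using the 573/405 nm absorbance ratio. Enzyme concentration was 150 nM, with 30 min reaction at room temperature.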
IMPase cell inh – membrane-permeable compound that blocks inositol monophosphatase; inhibition (IP1 accumulation), % at 46.1 µM; CHO-M1 cells, IP1 accumulation, HTRF TR-FRET ratio; AID 901; P97697; 120,000 tested, under 10 active; active = well fitted curve in the direction sought with a large enough effect in the signal ratio, not every such curve was filed as active; inconclusive = small, poorly fitted or top-dose-only effect, or a change in a side signal; inactive = no such curve, though single readings can be large or run the other way; the % refers to the signal ratio;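 note: cells stimulated with carbachol in lithium chloride buffer; plate controls were DMSO basal wells for no effect and reference inhibitor wells for full effect; higher means more IMPase inhibition seen as more IP1 and lower FRET ratio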
Target sequence (P97697 whole entry, looked up): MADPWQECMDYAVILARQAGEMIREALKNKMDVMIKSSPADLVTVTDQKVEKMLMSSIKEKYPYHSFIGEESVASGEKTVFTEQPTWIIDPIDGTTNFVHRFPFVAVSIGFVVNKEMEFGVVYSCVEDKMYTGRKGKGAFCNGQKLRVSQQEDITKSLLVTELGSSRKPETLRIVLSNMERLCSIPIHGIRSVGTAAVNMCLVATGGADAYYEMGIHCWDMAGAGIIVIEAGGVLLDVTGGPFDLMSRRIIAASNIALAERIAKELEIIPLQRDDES
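CHO-M1 cells (CHO stably expressing M1 receptor), compound up to 46 uM final, stimulated with carbachol (50 uM as added) in buffer with 50mM LiCl, pH 7.4, 30 min at 37C. Cytosolic IP1 read by TR-FRET; AC50 from Hill fits.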
* hit, by the source's call; ? = inconclusive; · = not tested or not shown; [ ] = dose if it differs, or a comment. Unless noted, calls come from the whole dose curve; as a rule, active = well fitted curve in the direction sought with a large enough effect; inconclusive = small, poorly fitted or top-dose-only effect, or another doubt; inactive = no such curve, though single readings can be large; an effect the other way counts as inactive or inconclusive. Unless noted, % is set by controls: 0 for no effect and ±100 for the full control effect. An excerpt, so the mix of outcomes need not match the whole.

#1 Cc1ccc(SCc2[nH]nc3c2C2(C(=O)Nc4ccc(F)cc42)C(C#N)=C(N)O3)cc1 (configuration not stated)
#2 COc1ccc([N+](=O)[O-])cc1NC(=O)Cc1c(Cl)cccc1Cl
#3 CC(C)OCCCNC(=O)Cn1nc(-c2ccccc2)ccc1=O
#4 NC(=O)CCCCn1ccc(NC(N)=NCC(F)(F)F)n1
#5 O=C(Cc1coc2cc3c(cc12)CCC3)NC1CCCCCCC1
#6 CCSc1nnc(NC(=O)c2ccccc2)s1
#7 COc1ccc(/C=c2\s/c(=C/C(=O)c3ccc(C)cc3)[nH]c2=O)c(OC)c1
#8 Cc1ccc(N2CN(Cc3ccco3)CNC2=S)c(C)c1

screen / no.,1,2,3,4,5,6,7,8
ALOX12 inhib,-5%,1%,-3%,2%,0%,2%,0%,-19%
15-hLO-2 inh,-20%,·,5%,2%,·,·,·,·
IMPase cell inh,5,5,-2,2,-2,·,-6,·
PNC inhibitor,?,?,-17,·,-23,24,?,7

#9 O=C(N/N=C/c1cc(Br)c(Br)o1)c1cccnc1
#10 Cc1cccc(/C=C/C(=O)c2ccc(N3CCOCC3)cc2)c1
#11 Cc1cc(C(=O)N/N=C/c2ccc[nH]2)n[nH]1
#12 CCC(C)(C)c1nnc(NC(=O)c2cccc([N+](=O)[O-])c2)s1
#13 Cc1nc2cnc(Oc3cccc(Cl)c3)nc2n(CCc2ccccc2)c1=O
#14 Clc1c(-c2nnc3n2CCCCC3)sc2ccccc12
#15 CC1(C)C=C(c2ccc(C=O)s2)CC(C)(C)N1
#16 COc1ccc(-c2nc3cnc(N4CCNCC4)nc3n(-c3ccccc3)c2=O)cc1

screen / no.,9,10,11,12,13,14,15,16
ALOX12 inhib,-3%,-1%,1%,-3%,-4%,-3%,4%,-5%
15-hLO-2 inh,·,·,·,·,-6%,1%,-15%[11.4 µM],13%
IMPase cell inh,4,·,8,·,·,5,-3[1.84 µM],·
PNC inhibitor,201,-13,17,27,·,-26,10,·

#17 O=C(OC(C(=O)NCc1ccc2c(c1)OCO2)c1ccccc1F)c1ccco1 (configuration not stated)
#18 Cc1cccc(C)c1NC(=O)CN1CCNCC1
#19 CCOc1ccc(/C=C(\C#N)C(=O)NCC2CCCO2)cc1OCC (configuration not stated)
#20 O=C(Nc1ccccc1)c1cccnc1Nc1ccccc1
#21 Clc1cccc(Nc2nnc(-c3ccccc3)c3ccccc23)c1
#22 Cc1ccc(S(N)(=O)=O)cc1
#23 Cc1noc(C)c1C(=O)OCC(=O)/C=C1\N(C)c2ccccc2C1(C)C
#24 CCOc1ccc(NS(=O)(=O)c2ccc3[nH]c(=O)oc3c2)cc1

screen / no.,17,18,19,20,21,22,23,24
ALOX12 inhib,-20%,0%,-4%,0%,-4%,1%,1%,-7%
15-hLO-2 inh,1%,-3%,·,25%,13%,-6%,10%,-7%
IMPase cell inh,6,2,·,-1,2,·,6,7
PNC inhibitor,13,25,26,-25,·,·,138,-6

#25 CC(=O)c1ccc(NC(=O)CCc2c(C)nc3ncnn3c2C)cc1
#26 Cc1cccc(OCC(=O)O/N=C(\N)Cc2ccc(Cl)cc2)c1
#27 O=C(CSc1ccc(Cl)cc1)NCC1CCCO1 (configuration not stated)
#28 CCCC(=O)Nc1nc(-c2ccc(OC)cc2)cs1
#29 CC1Cc2ccccc2N1C(=O)CN1C(=O)COc2ccccc21 (configuration not stated)
#30 CN1CCN(C(=O)c2cc3nc(-c4ccccc4)cc(C(F)(F)F)n3n2)CC1
#31 Cc1ccc(SCc2[nH]nc3c2C2(C(=O)Nc4ccc([N+](=O)[O-])cc42)C(C#N)=C(N)O3)cc1 (configuration not stated)
#32 CCOC(=O)c1c(N)n(CCOC(=O)c2cccs2)c2nc3ccccc3nc12

screen / no.,25,26,27,28,29,30,31,32
ALOX12 inhib,3%,-13%,1%,-3%,4%,-4%,-25%,?
15-hLO-2 inh,·,12%,13%,1%,-2%,26%,-22%,?
IMPase cell inh,-7,12,-5,3,-3,22,?,0
PNC inhibitor,35,21,24,-2,69,17,-12,?

#33 COC(=O)c1ccc(COC(=O)C(CCS(C)(=O)=O)N2C(=O)c3ccccc3C2=O)cc1 (configuration not stated)
#34 CSc1nnnn1-c1ccc(C(=O)O)cc1
#35 COc1cc(OC)cc(C(=O)N2CCCc3ccccc32)c1
#36 CCN(C(=O)c1ccc(NC(C)=O)cc1)c1ccccc1
#37 CCC(C)NC(=O)c1cnc2n(c1=O)CCS2 (configuration not stated)
#38 O=C(NNS(=O)(=O)c1ccccc1)C(O)(c1ccccc1)c1ccccc1
#39 COCCCNC(=O)c1c(N)n(/N=C/c2ccccn2)c2nc3ccccc3nc12
#40 Cc1nc2ccc(S(=O)(=O)NCC(=O)N3CCc4ccccc4C3)cc2s1

screen / no.,33,34,35,36,37,38,39,40
ALOX12 inhib,1%,-4%,-6%,-3%,-3%,-4%,0%,1%
15-hLO-2 inh,·,5%,-6%,0%,-1%,·,-5%,-1%
IMPase cell inh,?,-2,?,-3,-3,·,8,-6
PNC inhibitor,-104*,19,?,-21,3,80,34,-97*

#41 CCCCNC(=O)c1cc(-c2ccc(F)cc2)on1
#42 O=C(O)CSc1ncccc1C(=O)O
#43 NC(=O)c1nn(-c2ccccc2)nc1NC(=O)Cn1nnc(-c2ccccc2)n1
#44 CC(C)(C)NC(=O)COC(=O)c1cncc(Br)c1
#45 S=C(NCc1ccncc1)Nc1ccc(Cl)c(Cl)c1
#46 Cc1cc(C(=O)Nc2ccc(S(=O)(=O)N3CCCC3)cc2)cs1
#47 CCCNC(=O)N[C@@H](CCSC)C(=O)OC
#48 Cc1ccccc1N(CC(=O)NC1CCCC1)C(=O)C1(C)CC(=O)N=C2C=CC=CN21 (configuration not stated)

screen / no.,41,42,43,44,45,46,47,48
ALOX12 inhib,-3%,-5%,-1%,-3%,-2%,-3%,-1%,2%
15-hLO-2 inh,·,·,·,-7%,·,8%,-7%,·
IMPase cell inh,·,·,-12,-3,·,19,-6,·
PNC inhibitor,?,48,-3,75,-26,?,19,-116*

#49 CCc1ccc(S(=O)(=O)NCc2cn3ccsc3n2)s1
#50 CC(=O)c1ccc(NC(=O)Nc2ccccc2)cc1
#51 Cc1cc(=O)oc(C)c1C(=O)Nc1cccc2ccccc12
#52 CCn1c(SCC(=O)NCC2CCCO2)nnc1-c1ccccc1 (configuration not stated)
#53 COc1ccc(CCNC(=O)C(C)OC(=O)c2ccco2)cc1OC (configuration not stated)
#54 Cc1n[nH]c(=O)n1-c1cccc(C(F)(F)F)c1
#55 CCCN(CCC)CCNC(=O)C1CCN(Cc2nc(-c3ccc(Cl)cc3)oc2C)CC1
#56 CCC(=O)Nc1cccc(C(=O)c2ccccc2)c1

screen / no.,49,50,51,52,53,54,55,56
ALOX12 inhib,3%,6%,4%,5%,0%,6%,-1%,-6%
15-hLO-2 inh,1%,-2%,-10%,17%,5%,·,10%,0%
IMPase cell inh,2,3,-9,5,7,-1,-1,-8
PNC inhibitor,-3,?,9,10,26,5,-25,9

Reformatted as labelled records: entries from further up.
[5] O=C(Cc1coc2cc3c(cc12)CCC3)NC1CCCCCCC1
  ALOX12 inhib = 0%
  15-hLO-2 inh = ·
  IMPase cell inh = -2
  PNC inhibitor = -23
[6] CCSc1nnc(NC(=O)c2ccccc2)s1
  ALOX12 inhib = 2%
  15-hLO-2 inh = ·
  IMPase cell inh = ·
  PNC inhibitor = 24
[7] COc1ccc(/C=c2\s/c(=C/C(=O)c3ccc(C)cc3)[nH]c2=O)c(OC)c1
  ALOX12 inhib = 0%
  15-hLO-2 inh = ·
  IMPase cell inh = -6
  PNC inhibitor = ?
[8] Cc1ccc(N2CN(Cc3ccco3)CNC2=S)c(C)c1
  ALOX12 inhib = -19%
  15-hLO-2 inh = ·
  IMPase cell inh = ·
  PNC inhibitor = 7

Carrying on:
#57 CCOC(=O)c1ccccc1-c1csc(NS(=O)(=O)c2ccc(Cl)cc2)n1
#58 O=C1CC(C(F)(F)C(F)(F)C(F)(F)C(F)F)=Nc2ccccc2N1
#59 C/C(=N\NC(=O)CNc1cccc(C(F)(F)F)c1)c1cccc(Br)c1
#60 COCC(=O)NC(C)c1nc2ccccc2[nH]1 (configuration not stated)
#61 Cc1sc2nc(C3CCCCC3)nc(SCC(=O)N3CC(=O)Nc4ccccc43)c2c1C
#62 NC(=O)c1ccc(C(F)(F)F)n(Cc2c(Cl)cccc2Cl)c1=O
#63 COc1ccc(OC)c(N(CC(=O)Nc2cccnc2)S(=O)(=O)c2ccc(C)cc2)c1
#64 COc1ccc(NC(=O)c2cc(-c3cccnc3)nc3c(C)c(C)ccc23)c(OC)c1

screen / no.,57,58,59,60,61,62,63,64
ALOX12 inhib,-12%,-9%,-3%,8%,1%,-21%,12%,7%
15-hLO-2 inh,-6%,1%,·,1%,-9%,4%,-3%,35%[activator]
IMPase cell inh,6,0,14,3,2,6,2,4
PNC inhibitor,?,-7,?,28,-18,-28,13,5

#65 O=C1CC(c2ccccc2)CC(O)=C1C=NC1CCCCC1 (configuration not stated)
#66 CNS(=O)(=O)Cc1ccc2[nH]cc(CCN(C)C)c2c1
#67 CCOc1ccc(C(=O)N/N=C/c2cc(Cl)ccc2[N+](=O)[O-])cc1
#68 CC(/C=N/NC(=O)c1cc(C(C)(C)C)[nH]n1)=C\c1ccccc1
#69 Cc1ccc2cc(C(c3nnnn3C3CCCC3)N(Cc3ccco3)Cc3cccs3)c(=O)[nH]c2c1 (configuration not stated)
#70 O=C(COC(=O)c1cccnc1Cl)Nc1nc(-c2ccccc2)cs1
#71 COc1ccc(/C=N/NC(=O)COc2ccc3ccccc3c2)c(C(=O)O)c1OC
#72 COCC(=O)Nc1ccc(C(C)C)cc1

screen / no.,65,66,67,68,69,70,71,72
ALOX12 inhib,-7%,-2%,-5%,-4%,-19%,3%,-1%,-5%
15-hLO-2 inh,2%,-7%,·,3%,-9%,·,·,-6%
IMPase cell inh,1,·,·,10,6,5,0,3
PNC inhibitor,18,·,7,9,?,2,-23,?

3 entries out of the list, ordered by length of the SMILES, highest first:
#50 CC(=O)c1ccc(NC(=O)Nc2ccccc2)cc1
#18 Cc1cccc(C)c1NC(=O)CN1CCNCC1
#34 CSc1nnnn1-c1ccc(C(=O)O)cc1

screen / no.,50,18,34
ALOX12 inhib,6%,0%,-4%
15-hLO-2 inh,-2%,-3%,5%
IMPase cell inh,3,2,-2
PNC inhibitor,?,25,19

Next records
#73 O=C(c1ccccc1)c1ccc2nc(-c3ccc(NC(=O)c4ccccc4Br)cc3)[nH]c2c1
#74 O=C(CCSc1nc2ccccc2o1)N1CCOCC1
#75 COc1cc(CN(C(=S)NCC(=O)NC2CCCC2)C2CCCC2)cc(OC)c1OC
#76 CC(C)CC(=O)N1CCN(S(=O)(=O)c2ccc3ccccc3c2)CC1
#77 COCCOC(=O)C1=C(C)NC2=C(C(=O)CC(C)(C)C2)C1c1ccc(N(C)C)cc1 (configuration not stated)
#78 O=C(Nc1cccc(Cl)c1)N(CCN1CCOCC1)Cc1cccc(Cl)c1
#79 CC1Cc2ccccc2N1C(=O)c1cnc2n(c1=O)CCS2 (configuration not stated)

screen / no.,73,74,75,76,77,78,79
ALOX12 inhib,-2%,6%,-5%,-3%,-11%,12%,-5%
15-hLO-2 inh,-12%,·,·,2%,-5%,37%[activator],7%
IMPase cell inh,2,-7,13,4,3,-11,8
PNC inhibitor,48,24,9,8,-6,?,23

Compound activity (PubChem)
